Screening data: PubChem BioAssay, several laboratories
UHRF1 binding: human UHRF1 methylated DNA binding inhibitors. inhibition, % at 4.4 µM. Q96T88. UHRF1 binding to methylated oligo, TR-FRET. 370,000 compounds, 0.75% hits; in the data active = inhibition above about 21%;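 also: UHRF1 SRA domain binding a hemimethylated CpG hairpin DNA probe; 0% = median of test compound wells and 100% = reference inhibitor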
TCR-CD3 inh: blocks the human TCR-CD3 interaction. TAMRA-labeled TCR probe fluorescence, biochemical. inhibition, % at 9.4 µM. 360,000 compounds, 0.37% hits. AID 651800; in the data active = inhibition above about 19%;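 also: recombinant mutant TCR 2C K166C tagged with TAMRA read by polarization; 0% = receptor in buffer alone and 100% = receptor with positive control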
mABHD4 FP: inhibits mouse alpha/beta hydrolase domain 4. 370,000 compounds, 0.54% hits. AID 720543. inhibition, % at 8.92 µM. purified mABHD4, FP-Rh probe fluorescence polarization. Q8VD66;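 active = inhibition exceeding the mean over every tested compound plus 3 SD, cut at about 30% in these data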;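 also: 0% = plate median of compound wells and 100% = S159A mutant with DMSO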
Target sequence (Q8VD66 whole entry, looked up, the tested form may be a part): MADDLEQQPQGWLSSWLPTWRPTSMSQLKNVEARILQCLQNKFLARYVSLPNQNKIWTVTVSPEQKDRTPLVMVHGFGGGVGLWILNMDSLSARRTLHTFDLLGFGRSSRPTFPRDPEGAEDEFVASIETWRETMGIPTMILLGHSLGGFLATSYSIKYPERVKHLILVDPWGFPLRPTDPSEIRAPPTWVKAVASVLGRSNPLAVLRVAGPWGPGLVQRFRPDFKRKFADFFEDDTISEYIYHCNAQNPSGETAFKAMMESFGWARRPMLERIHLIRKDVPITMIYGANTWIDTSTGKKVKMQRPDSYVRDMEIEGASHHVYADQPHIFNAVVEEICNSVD
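assay system = mABHD4 protein | compound dosing = single nominal dose of 8.92 µM, 0.89% DMSO final | read-out basis = percent inhibition of probe binding, normalized to plate controls | schedule = Enzyme–compound pre-incubation 45 min, then probe 60 min, both 25 °C | detection = fluorescence polarization, excitation 525 nm, emission 598 nm, BODIPY TMR filters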
MBD2 inh: blocks human MBD2 binding to methylated DNA; Q9UBB5; TR-FRET, MBD2 binding to methylated oligonucleotide; inhibition, % at 4.4 µM; 370,000 compounds, 0.31% hits; AID 686964; in the data active = inhibition above about 13%
Target sequence (Q9UBB5 whole entry, looked up): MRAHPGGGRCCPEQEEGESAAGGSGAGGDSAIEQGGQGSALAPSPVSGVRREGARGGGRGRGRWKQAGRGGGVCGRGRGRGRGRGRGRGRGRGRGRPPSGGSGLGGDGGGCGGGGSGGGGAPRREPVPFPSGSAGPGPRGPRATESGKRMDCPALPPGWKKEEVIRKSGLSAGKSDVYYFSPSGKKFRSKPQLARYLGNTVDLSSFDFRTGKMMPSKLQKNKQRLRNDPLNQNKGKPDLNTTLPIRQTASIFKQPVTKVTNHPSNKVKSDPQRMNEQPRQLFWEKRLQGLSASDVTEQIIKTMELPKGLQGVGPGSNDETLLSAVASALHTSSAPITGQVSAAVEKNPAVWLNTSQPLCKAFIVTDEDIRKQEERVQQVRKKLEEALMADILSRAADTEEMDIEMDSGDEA
LEDGF integ inh: blocks HIV-1 LEDGF/p75-dependent DNA integration | TR-FRET IN-LEDGF/p75 DNA integration, Eu/Cy5 | inhibition, % at 3.7 µM | 370,000 compounds, 0.64% hits | AID 743269;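 active = inhibition above the screen-wide mean plus 3 SD, cut at about 13% in these data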;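 also: signal is the Cy5 over europium emission ratio at 671 and 618 nm; 0% = plate median of compound wells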
HTRA1 inh: blocks human HTRA1 serine peptidase | inhibition, % at 5.96 µM | 340,000 compounds, 0.5% hits | AID 504803 | recombinant HTRA1, FP-rhodamine activity-based probe, fluorescence polarization | Q92743; in the data active = inhibition above about 36%;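 also: 0% = enzyme with DMSO and 100% = wells lacking enzyme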
Rev-erbA mod: modulators of human Rev-erb alpha DNA binding. P20393. 370,000 compounds, 0.79% hits. Rev-erbα–FITC-DNA binding, fluorescence polarization, 90 min. activity, % at 10 µM;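 active = activity above about 14%, limit read from the data; passing the limit was not always enough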;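 also: 0% = DMSO wells with 35 nM protein and 100% = DMSO wells with 750 nM protein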
PG9 binder: PG9 antibody binding by small molecule; inhibition, % at 6.7 µM; 360,000 compounds, 0.43% hits; TR-FRET gp120-PG9 antibody binding; in the data active = inhibition above about 8.5%
rCAG binder: molecules binding r(CAG) RNA repeats | r(CAG) RNA repeat, TO-PRO-1 dye displacement fluorescence | inhibition, % at 3 µM | 370,000 compounds, 1.3% hits;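 active = inhibition above the plate cutoff, the mean of all test compounds on that plate plus 3 SD, cut at about 35% in these data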;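 also: 0% = DMSO alone and 100% = 100 µM mitoxantrone as full dye displacement; higher means more dye released from RNA so lower well fluorescence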
PRMT1 inh: inhibitors of human PRMT1 | AID 652257 | inhibition, % at 2.79 µM | Q99873 | 370,000 compounds, 1.3% hits | recombinant PRMT1, activity-based probe fluorescence polarization;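 active = inhibition above about 21% made by adding two undisclosed values, limit read from the data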
Numbers without * were called inactive; / = not tested or not shown.

SMILES	PRMT1 inh	HTRA1 inh	UHRF1 binding	TCR-CD3 inh	rCAG binder	Rev-erbA mod	LEDGF integ inh	PG9 binder	MBD2 inh	mABHD4 FP
CCn1cnnc1SCC(=O)Nc1ccccc1C(=O)NC1CC1	1	4	2	-1	0	5	6	0.3	4	-10
CCOc1ccc(NC(=O)c2ccc(NC(=S)NC3CC3)cc2)cc1	6	-2	4	6	-2	0	2	-1.4	-1	-1
COC(=O)c1ccc(N2CCS(=O)(=O)CC2)cc1	-4	6	3	1	3	-2	-4	0.5	4	0
O=C(Cn1nc(C(F)(F)F)c2c1CCCC2)NC1CCCC1	1	1	-3	2	-4	-1	2	-1.4	2	-3
COc1ccc(C2=NCCn3nc4cc(C(F)(F)F)ccc4c32)cc1	1	1	0	5	-6	-2	3	-0.5	-6	0
Cc1[nH]c2ccccc2c1C(=O)C(=O)N1CCN(c2ccccc2)CC1	-1	-2	0	-1	0	1	1	-2.0	-1	3
CCCCCC(=O)Nc1c2c(nc3ccccc13)CCC2	0	0	-3	-1	-3	-3	3	-2.1	-1	-2
NC(=O)CSc1ccc(S(=O)(=O)N2CCOCC2)cn1	8	-6	3	-6	3	-2	3	-1.3	-2	0
COc1ccc(-c2noc(CNS(=O)(=O)c3ccc(NC(C)=O)cc3)n2)cc1OC	-2	0	1	-1	2	2	1	-0.9	-2	-3
CC(C)CN1C(=O)C(=O)N(CC(=O)NCc2ccc3c(c2)OCO3)C1=O	-3	1	-2	-2	1	-5	-2	0.8	0	4
COc1ccc(C(=O)Nc2nc(C)cs2)cc1S(=O)(=O)N1CCCC1	-2	-6	0	3	1	-2	2	1.0	0	-3
Cc1ccc(C(=O)NCC(=O)Nc2ccc(C)c(S(=O)(=O)Nc3ccc(Cl)cc3)c2)s1	-2	-34	0	3	19	-1	2	-1.6	-1	-11
COc1ccc2oc(=O)c(C(=O)Nc3cccc(C)c3)cc2c1	5	-3	1	2	-1	6	3	-0.2	1	1
Cc1ccc(S(=O)(=O)NNC(=O)c2sc(=S)n(C)c2C)cc1	2	2	4	-9	5	-4	-2	0.0	-3	12
Cc1ccccc1N1CCN(Cc2nc(Cc3ccccc3F)no2)CC1	-3	5	-4	2	-8	-6	4	0.1	5	-8
COc1cc(-c2cc(NC(C)=O)c3ncc(-c4ccc(F)cc4)n3c2)cc(OC)c1OC	-1	/	-6	6	7	-3	2	5.7	-8	-1
COc1ccc(NC(=O)/C(=C\c2ccc(F)cc2)NC(=O)c2ccco2)cc1	-1	3	0	-6	2	5	2	-0.1	0	-6
Cc1ccc(S(=O)(=O)N2C[C@H]3[C@H]4C(=O)N(c5ccccc5)C(=O)[C@H]4CC(=O)[C@H]3[C@@H]2c2cccc3ccccc23)cc1	-5	/	0	-8	9	-2	4	-0.8	-3	3
CC(Cc1ccccc1)NC(=O)CCCN1C(=O)c2ccccc2C1=O (stereo unspecified)	3	7	0	7	-6	-3	-5	0.3	8	6
CSc1ccc(-c2cc3c(c4c2ccn4C)C2CCC3C2)cc1 (stereo unspecified)	2	/	-1	10	6	0	-1	1.0	-6	20
O=C(Nc1ccc2c(c1)C(=O)NC2=O)c1cccc(Cl)c1	-5	-8	0	3	4	16	4	17*	-2	1
COCCC(=O)N1CCC(Oc2ccc(C(=O)NC3CCOC(C)(C)C3)cc2)CC1 (stereo unspecified)	2	2	-3	-6	-5	4	-3	-0.6	-1	1
O=C(Nc1ccc(Cl)c(Cl)c1)N(CCCN1CCOCC1)Cc1cccs1	4	-14	3	-2	0	-1	1	-1.5	6	-11
CNC(=S)NNC(=O)c1cccn(Cc2ccc(Cl)cc2Cl)c1=O	-3	/	-4	27*	3	1	4	-1.8	0	6
Cn1nnnc1SCC(=O)NNC(=O)c1ccc(Br)cc1	0	6	4	-9	-1	3	-7	-1.4	3	-1
COc1ccc(CC(=O)Nc2sccc2C#N)cc1S(=O)(=O)N1CCOCC1	3	5	-2	0	5	0	-2	1.1	-2	10
COc1cc2c(cc1OC)CN(c1nc(CN3CCCCC3)nc3sc4c(c13)CCCC4)CC2	0	-7	2	5	2	2	1	-2.4	1	1
c1csc(CNc2nc(-c3cccs3)nc3ccccc23)c1	-2	-56	-4	3	8	-3	5	-0.3	3	-40
Cc1cc(C)c2c(=O)cc(C(F)F)oc2c1	2	1	1	-5	-1	-7	-3	-0.5	-1	-3
Cc1ccc(S(=O)(=O)c2nc(-c3ccc(F)cc3)oc2SCC(=O)NCC2CCCO2)cc1 (stereo unspecified)	-1	4	-1	0	-1	9	0	-2.1	2	9
Cc1cc(C(=O)O)c(CSCc2cc(C(=O)O)oc2C)o1	0	-1	-3	3	3	-2	1	-1.3	-3	1
CCc1ccccc1Nc1nn2c(=O)c3ccc(C(=O)NCc4ccccn4)cc3nc2s1	-3	-27	2	-2	3	10	2	2.5	2	-16
CCCCCCN1CCN(C2CN(Cc3ccccc3)S(=O)(=O)C2)CC1 (stereo unspecified)	2	/	-1	1	-3	-3	0	0.5	8	4
CCC1(c2ccc(F)cc2)NC(=O)N(CC(=O)NC2CCCCCC2)C1=O (stereo unspecified)	0	-2	13	7	0	-3	-2	2.8	-4	-2
CCCOc1ccc(N2C(=O)CC(N(C(=O)c3ccco3)c3ccc(OCCC)cc3)C2=O)cc1 (stereo unspecified)	-2	-7	-1	4	0	-1	1	-1.9	6	4
COc1cc(C2NC(=S)NC(C)=C2C(=O)OC(C)C)ccc1OC(C)C (stereo unspecified)	2	0	0	-1	-4	0	1	-1.0	1	1
O=C(Cc1ccccc1)NNC1CC(=O)N(c2ccc(Oc3ccccc3)cc2)C1=O (stereo unspecified)	2	-1	2	-8	2	1	-1	-1.2	2	-8
Cc1ccc(NC(=S)N2CCCC(c3ccccc3)=N2)cc1	-2	-22	0	13	2	6	3	-1.2	0	9
CCCCn1c(N)c(N(CCOC)C(=O)C2CCN(S(=O)(=O)c3ccc(F)cc3)CC2)c(=O)[nH]c1=O	-4	3	1	1	1	-2	5	-1.6	-7	-3
NC(N)=NN=Cc1ccnc2ccccc12	-2	/	-11	0	2	8	-2	-1.9	-5	1
Oc1cc(CNC2CCCCC2)c(O)cc1CNC1CCCCC1	13	48*	-7	6	18	1	14*	-1.4	-8	38*
CCN1CCCC1CNC(=O)c1ccc(Sc2ccc(F)cc2)c([N+](=O)[O-])c1 (stereo unspecified)	-3	-1	0	8	1	0	2	0.1	-4	5
COc1cccc(/C=N/c2nc3ccccc3[nH]2)c1O	3	7	2	-9	-3	7	1	0.7	1	3
COc1cc(Br)c(-c2sc(Nc3ccccc3)n[n+]2-c2ccc(F)cc2)cc1OC	-1	1	-2	-7	7	0	2	-0.7	6	-7
CCOc1ccc(NC(=S)NC(=O)C2CCCC2)cc1	-1	-8	1	11	-6	8	0	-2.9	0	0
C/C(CC(=O)Nc1ccccn1)=N\NC(=O)c1cnccn1	1	8	-1	-7	-5	-4	-2	-2.0	2	0
COc1ccc(CNC(=O)Cn2c(=O)oc3ccccc32)cc1OC	-1	1	5	4	7	1	3	1.2	1	1
CCCCC(CCC(=O)Nc1ccn(-c2ccccc2)n1)C(=O)O (stereo unspecified)	-4	10	-2	0	1	0	5	-2.1	-7	4
COc1ccc(C2NC(c3ccc(OC)cc3)C(C)C(=O)C2C)cc1 (stereo unspecified)	-3	-4	-1	6	1	10	2	-1.6	-1	-8
Cc1cccc(N(CC(=O)N2CCN(C)CC2)S(=O)(=O)c2ccccc2)c1	-3	2	-1	-1	-7	-1	1	-2.7	8	2
Cc1cccc(C(=O)N2c3ccccc3C(=O)OC2c2ccc3c(c2)OCO3)c1 (stereo unspecified)	1	-7	0	-5	5	3	-1	-1.1	3	1
Cc1nc(-c2ccccc2)sc1C(=O)/C=C/N(C)C	-2	-40	1	6	17	-1	-3	-1.6	-3	-7
O=C(NCC(c1ccc(F)cc1)N1CCOCC1)c1ccc(OCc2ccccc2)cc1 (stereo unspecified)	-5	-11	-2	0	-2	0	2	17*	5	-3
CN(C)C(=S)SCC(=O)Nc1cccc(C(F)(F)F)c1	-2	-4	1	4	0	-3	1	-1.0	0	3
CCc1nc2ccccc2c(C(=O)OCC(=O)NCCCN2CCCC2=O)c1C	-2	5	1	-2	-4	1	1	-0.2	-3	-1
Cc1ccc(CSc2nc3c(c(=O)[nH]2)C(c2ccncc2)C2=C(CCCC2=O)N3)cc1 (stereo unspecified)	-2	-10	-2	0	9	6	-4	0.7	1	-12
CC1CCN(CCCNC(=O)c2ccc(CS(=O)(=O)Cc3ccc(Cl)cc3)o2)CC1	-7	2	-1	-1	-3	2	2	-0.6	-1	7
CCOC(=O)COc1ccc(S(=O)(=O)N2CCN(c3ccc(F)cc3)CC2)cc1	-1	-6	0	-5	1	1	0	-3.1	5	0
COc1cc([N+](=O)[O-])ccc1Nc1nc(C)cc(C)n1	-3	-1	-4	-2	-1	4	-1	-2.1	-3	-2
Cc1cc(-c2n[nH]c(=S)n2/N=C/C(Br)=C/c2ccccc2)n[nH]1	8	-5	1	4	19	-2	1	-0.3	-3	3

The results go on:
SMILES	PRMT1 inh	HTRA1 inh	UHRF1 binding	TCR-CD3 inh	rCAG binder	Rev-erbA mod	LEDGF integ inh	PG9 binder	MBD2 inh	mABHD4 FP
CCOCC(=O)Nc1cc(C(=O)Nc2ccccc2)ccc1Cl	-5	-15	-1	-2	-3	5	-5	1.9	-5	3
O=C(O)CCC(=O)NC1CCCCCCC1	2	-7	1	1	-2	-3	-1	0.6	7	-7
Cn1c(=O)c2c(nc(N/N=C/c3cccs3)n2C)n(C)c1=O	20	5	5	-22	5	-7	-2	-3.4	5	-10
CCn1c2ccccc2c2cc(NC(=O)CN(C)CC(=O)Nc3ccc(N4CCOCC4)cc3)ccc21	-1	20	-3	5	3	0	-2	-1.0	-2	4
CC1(C)O[C@@H](CC(=O)O)[C@]23CO[C@H](C(=O)[C@]4(C)C2CC[C@@]2(C)[C@H](c5ccoc5)OC(=O)C5O[C@]524)[C@@H]13 (stereo partly specified)	0	-5	6	-8	4	-2	8	-1.2	4	-4
Cc1csc(SCC(=O)c2ccc(S(=O)(=O)N3CCOCC3)cc2)n1	0	-12	0	-1	13	-1	3	0.0	-5	-3
C(=N\Nc1nc2ccccc2[nH]1)/c1ccc2c(c1)OCO2	4	-10	-2	-4	2	3	-2	-5.8	4	13
Cc1cccc(C)c1C(O)c1ncc(-c2cccc(C(F)(F)F)c2)[nH]1 (stereo unspecified)	0	/	0	2	-1	2	-2	-2.2	-4	-5
O=C(Nc1ccccc1)Nc1ccccc1C(=O)NCc1ccco1	0	-20	5	-8	1	3	2	0.4	1	4
COC(=O)COc1cccc(NC(=O)C(c2ccccc2)c2ccccc2)c1	-1	-11	-9	-5	2	0	0	-1.6	2	-7
O=C(NCc1ccccn1)c1cccc(NS(=O)(=O)c2ccccc2)c1	2	-3	-2	4	1	-2	-3	0.6	-3	2

2 compounds picked at random from those above, as already listed:
SMILES	PRMT1 inh	HTRA1 inh	UHRF1 binding	TCR-CD3 inh	rCAG binder	Rev-erbA mod	LEDGF integ inh	PG9 binder	MBD2 inh	mABHD4 FP
Cn1c(=O)c2c(nc(N/N=C/c3cccs3)n2C)n(C)c1=O	20	5	5	-22	5	-7	-2	-3.4	5	-10
Cc1cccc(C)c1C(O)c1ncc(-c2cccc(C(F)(F)F)c2)[nH]1 (stereo unspecified)	0	/	0	2	-1	2	-2	-2.2	-4	-5

This is a subset, so the mix of outcomes need not match the whole.
